# MITF primary: human MITF inhibition, primary screen | AlphaScreen MITF homodimerization, bead proximity signal | O75030 | inhibition, % at 2.6 µM | 0.91% of 650,000 active; in the data active = inhibition above about 50%;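 also: 0% = vehicle wells with protein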
# GPR151 activ: activates the human receptor GPR151 | 1% of 650,000 active | activation, % at 11.2 µM | AID 1508602 | Q8TDV0 | PathHunter beta-arrestin GPR151 cells, luminescence; in the data active = activation above about 4.9%;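 also: 0% = median of compound wells and 100% = cells with positive control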
# FBW7 act: activators of human E3 ligase FBW7; normalized activity (activation), % at 26.1 µM; AlphaScreen FBW7–phospho-cyclin E peptide binding, activator screen; 0.13% of 650,000 active; AID 1259310; Q969H0; in the data active = normalized activity above about 1.9%;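 also: purified mutant Fbw7 with reduced substrate affinity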
# Target sequence (Q969H0 whole entry, looked up): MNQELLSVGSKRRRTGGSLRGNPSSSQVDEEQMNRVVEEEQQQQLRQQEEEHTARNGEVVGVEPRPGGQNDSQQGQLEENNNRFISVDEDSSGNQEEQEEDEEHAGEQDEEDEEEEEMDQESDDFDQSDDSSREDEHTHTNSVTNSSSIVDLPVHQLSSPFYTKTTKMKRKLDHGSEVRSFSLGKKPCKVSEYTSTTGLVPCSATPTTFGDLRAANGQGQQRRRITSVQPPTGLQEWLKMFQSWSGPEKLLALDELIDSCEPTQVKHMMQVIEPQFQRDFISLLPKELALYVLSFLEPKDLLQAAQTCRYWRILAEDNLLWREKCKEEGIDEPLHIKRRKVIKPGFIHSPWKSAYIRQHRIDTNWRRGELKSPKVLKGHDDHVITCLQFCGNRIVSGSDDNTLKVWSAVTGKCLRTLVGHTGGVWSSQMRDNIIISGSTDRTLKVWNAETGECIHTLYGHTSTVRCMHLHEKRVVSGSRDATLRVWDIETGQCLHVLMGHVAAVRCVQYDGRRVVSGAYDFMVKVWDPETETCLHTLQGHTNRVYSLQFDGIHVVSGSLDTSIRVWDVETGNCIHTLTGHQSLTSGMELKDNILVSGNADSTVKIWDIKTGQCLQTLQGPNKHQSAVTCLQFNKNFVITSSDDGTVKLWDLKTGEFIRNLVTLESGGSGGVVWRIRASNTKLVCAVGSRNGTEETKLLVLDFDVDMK
# TEAD-YAP block: TEAD-YAP interaction inhibition; AID 1259422; HEK-TIYL cells, TEAD-Gal4/YAP UAS-luciferase luminescence; 1.4% of 640,000 active; inhibition, % at 9.12 µM; in the data active = inhibition above about 32%;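 also: 0% = median of test compound wells and 100% = reference inhibitor wells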
# * = called active by the depositor.
SMILES,MITF primary,GPR151 activ,FBW7 act,TEAD-YAP block
N#CC1=C(N)N(c2ccc(Br)cn2)C2=C(C(=O)CCC2)C1c1ccc(Br)s1 (stereo unspecified),10,0.3,0.2,-1
Cn1ccnc1SCC(=O)Nc1ccc([N+](=O)[O-])cc1,0,-0.2,-0.3,2
CC(C)NC(=O)c1ccc(CN2CCOCC2)cc1,5,0.8,0.5,-2
CNC(=O)N(O)C1N(C)C(=O)N(C2CCCCC2)C1(C)C (stereo unspecified),1,0.3,0.2,10
N#CCn1cnc2c(nnn2-c2ccc(Br)cc2)c1=O,13,2.9,0.1,-3
CCOC(=O)CCc1c(C)c2cc(Cl)c(OCC(N)=O)cc2oc1=O,-14,0.3,-0.2,3
Cc1nc2c(c(C)nn2C(C)(C)C)c(C)c1CCC(=O)NCc1ccccn1,10,0.4,-0.3,3
COc1ccc(N/N=C(\C#N)C(=N)N2CCOCC2)cc1,12,-1.0,-0.1,-16
CC(=O)Nc1ccc(Nc2nc(-c3ccc(C(=O)N4CCN(C)CC4)cc3)nc3c2ncn3Cc2ccc(C(F)(F)F)cc2)cc1,-2,-1.8,0.0,-6
COc1cccc(C2C3CN(C(C)C)CC=C3C(C#N)=C(N)C2(C#N)C#N)c1OC (stereo unspecified),11,-0.8,0.7,-2
COc1ccc(-c2nc(NCc3cccnc3)c3ncn(C4CCCCC4)c3n2)cn1,11,0.2,0.0,17
CCC(=O)N1CCc2cc(S(=O)(=O)Nc3cc(Cl)ccc3OC)ccc21,8,0.1,0.0,-2
Cc1cc(N2CCC(C)CC2)nc2ccc(NC(=O)CCC(=O)NC(C)C)cc12,-11,0.3,0.0,-12
O=C(NCc1ccc(F)cc1)c1cc(C2CC2)on1,-14,0.2,0.1,-10
CC1CCCC(C)N1C(=O)CSc1nncn1C (stereo unspecified),0,-0.4,0.0,2
Cc1ccc(C(=O)N/C(=C/c2ccccc2F)C(=O)NCCCN(C)C)cc1,2,-0.6,-0.1,2
CC(C)OCCCNC(=O)CC1Sc2ccccc2NC1=O (stereo unspecified),5,-0.2,0.3,0
N#Cc1c(NC(=O)CCC(=O)Nc2sc3c(c2C#N)CCC3)sc2c1CCC2,-10,-0.2,0.0,-8
COC(=O)c1sc2ccccc2c1NC(=O)c1ccccc1,7,-1.1,0.0,-5
Nc1c(Cl)ncnc1NCc1ccccc1,-8,0.0,0.1,1
CCc1ccc(OCC(=O)Nc2ccc(NC(=O)C(C)C)c(OC)c2)cc1,11,1.5,0.4,-4
O=C(CC1Nc2ccccc2NC1=O)c1ccccc1 (stereo unspecified),-5,0.4,0.1,-37
C=CCc1cccc2cc(C(=O)Nc3cccc4ccccc34)c(=O)oc12,14,0.8,0.0,5
Cn1c(=O)c2ncn(CC(=O)N/N=C/c3cc(Br)ccc3O)c2n(C)c1=O,63*,-0.6,-0.5,12

# For convenience, some entries already given:
SMILES,MITF primary,GPR151 activ,FBW7 act,TEAD-YAP block
Cc1cc(N2CCC(C)CC2)nc2ccc(NC(=O)CCC(=O)NC(C)C)cc12,-11,0.3,0.0,-12
O=C(NCc1ccc(F)cc1)c1cc(C2CC2)on1,-14,0.2,0.1,-10
CC1CCCC(C)N1C(=O)CSc1nncn1C (stereo unspecified),0,-0.4,0.0,2
Cc1ccc(C(=O)N/C(=C/c2ccccc2F)C(=O)NCCCN(C)C)cc1,2,-0.6,-0.1,2
CC(C)OCCCNC(=O)CC1Sc2ccccc2NC1=O (stereo unspecified),5,-0.2,0.3,0
N#Cc1c(NC(=O)CCC(=O)Nc2sc3c(c2C#N)CCC3)sc2c1CCC2,-10,-0.2,0.0,-8
COC(=O)c1sc2ccccc2c1NC(=O)c1ccccc1,7,-1.1,0.0,-5
Nc1c(Cl)ncnc1NCc1ccccc1,-8,0.0,0.1,1
CCc1ccc(OCC(=O)Nc2ccc(NC(=O)C(C)C)c(OC)c2)cc1,11,1.5,0.4,-4
O=C(CC1Nc2ccccc2NC1=O)c1ccccc1 (stereo unspecified),-5,0.4,0.1,-37
C=CCc1cccc2cc(C(=O)Nc3cccc4ccccc34)c(=O)oc12,14,0.8,0.0,5
Cn1c(=O)c2ncn(CC(=O)N/N=C/c3cc(Br)ccc3O)c2n(C)c1=O,63*,-0.6,-0.5,12

# (more compounds)
SMILES,MITF primary,GPR151 activ,FBW7 act,TEAD-YAP block
CC1(C)CC(=O)C(C=NC(CC(=O)O)C(=O)O)=C(O)C1 (stereo unspecified),-8,1.0,-0.1,9
COc1ccc(C2Nc3ccccc3C(=O)N2c2ccc(F)cc2)cc1Cn1nnc2ccccc21 (stereo unspecified),-4,1.3,0.0,-31
CCc1ccc(NC(=O)C2CCCN2S(=O)(=O)c2cccc3nsnc23)cc1 (stereo unspecified),1,-0.2,-0.3,-3
Cc1ccc(C(=O)NC(=S)Nc2cc(-c3nc4ncccc4o3)ccc2Cl)cc1C,0,1.1,0.0,-13
O=C(NCc1nc(-c2ccccc2)cs1)c1ccc(CN2CCC[C@H]2CO)[nH]c1=O,4,1.3,0.0,9
COCC(C)NC1CCCN(c2nc(C)c3ccc(C)cc3n2)CC1 (stereo unspecified),11,-0.1,0.2,-5
COc1ccc(-n2nc(C(=O)NCC(=O)NC(C)C)c3ccccc3c2=O)cc1Cl,7,0.3,0.1,14
COCCCNC(=O)CN(c1ccc(Cl)c(Cl)c1)S(=O)(=O)c1ccc(C)cc1,-4,1.0,-0.2,1
COc1ccc(-n2c(C)nnc2SCc2nc(-c3ccc(OC)c(OC)c3)no2)cc1,6,-0.4,0.0,9
CCN(CC)c1ccc(C2N(C(=O)c3ccccc3)CCN2C(=O)c2ccc(C)cc2)cc1 (stereo unspecified),8,0.1,0.1,6
CCOc1ccc2cc(C#N)c(SCC(=O)NCc3ccc4c(c3)OCO4)nc2c1,13,-1.2,0.0,3
CC(COc1ccc(C(C)C)cc1)NC(=O)c1ccc(N2CCOCC2)c([N+](=O)[O-])c1 (stereo unspecified),9,-1.9,0.4,14
Fc1ccc(C2CN3CCSC3=N2)cc1 (stereo unspecified),11,-1.1,0.3,-7
CCCn1c(=O)c(C(=O)Nc2ccc(I)cc2)c(O)c2ccccc21,6,1.5,0.0,-11
COCCNC(=O)c1ccccc1NS(=O)(=O)c1c(C)cc(C)cc1C,4,1.3,-0.1,-9
O=C(Nc1ccc2c(c1)C(=O)N(c1ccccc1)C2=O)c1ccccc1Cl,-7,-1.7,0.1,-7
CN(C)Cc1ccc([N+](=O)[O-])cc1O,8,-0.4,-1.0,-11
COc1cc(C(C[N+](=O)[O-])c2c(-c3ccccc3)n(C)c3ccccc23)cc(OC)c1OC (stereo unspecified),10,-0.1,0.0,2
Cc1nnc2c(Nc3ccc(O)cc3)nc3ccccc3n12,5,-1.1,1.0,18
O=C1CNC(=O)N1CC(O)Cn1c2ccc(Cl)cc2c2cc(Cl)ccc21 (stereo unspecified),18,-0.8,0.2,-2
CCCn1nnnc1SCC(=O)c1ccc(F)cc1,20,0.3,0.8,-29
Nc1nc(Nc2ccncn2)cc(NC2CCN(Cc3ccccc3)CC2)n1,15,-1.0,0.2,-2
CCCN(CCO)Cc1c(F)cccc1Cl,56*,1.4,-0.1,-2
COc1cccc(-c2nc3sc4c(c3c(=O)n2Cc2cccc([N+](=O)[O-])c2)CCCC4)c1,-8,0.0,0.1,-2
COCCOC(=O)C1=C(C)NC2=C(C(=O)CC(c3ccc(Cl)cc3)C2)C1c1cccc(OC)c1OC (stereo unspecified),-7,-0.2,0.0,19
Cc1cc(C(=O)N2C(C)CCCC2C)no1 (stereo unspecified),-5,-1.2,0.0,3
CCCN(CCC)CCCNC(=O)c1nn(-c2cccc(OC)c2)c(=O)c2ccccc12,-3,-1.0,0.0,-7
CCN(CC)S(=O)(=O)c1cccc(C(=O)N/N=C(\C)c2ccc(C)cc2)c1,-1,1.2,-0.1,-2
CCCn1c(SCc2csc(-c3ccccc3)n2)n[nH]c1=O,3,0.1,0.1,-1
Cc1ccc(N2C(=O)c3ccc(Br)cc3C2=O)c(O)c1,6,0.0,0.0,-1
C=CC(C1=CC(=O)C(OC)=CC1=O)c1ccccc1 (stereo unspecified),19,2.4,-0.3,-18
Cc1ccc(O)c(N=Nc2ccc(S(=O)(=O)O)cc2)c1,9,-7.2,-0.1,14
Cc1ccc(C(=O)N/C(=C\c2ccccc2)C(=O)NCCCn2ccnc2)cc1,14,-1.1,0.1,0
COc1ccc(CCNC(=O)C(=O)NCCCn2ccnc2)cc1OC,-9,1.9,-0.2,0
CC(NCc1ccc2c(c1)OCO2)C(=O)NC1CCCCC1 (stereo unspecified),31,1.9,0.0,3
CCc1ccccc1N/C(N)=N/c1nc(C)cc(C)n1,-14,-0.4,0.1,9
CS(=O)(=O)N1CCC(C(=O)NCc2cccnc2)CC1,-5,-0.3,-0.2,-2
CCN1C(=O)c2cccc3c(S(=O)(=O)NC(C)c4ccccc4)ccc1c23 (stereo unspecified),6,0.6,0.3,15
CN(CC1Cc2ccccc2O1)C(=O)Cn1nnnc1CN1CCCCCC1 (stereo unspecified),-12,0.7,0.1,6
COC(=O)c1c(NC(=O)c2c(-c3ccccc3Cl)noc2C)sc(C)c1C,9,-1.7,0.5,13
Cc1ccc(NC(=O)NC2(C(F)(F)F)Oc3cc(Cl)c(Cl)cc3O2)cc1F,1,1.1,-0.4,-5
CCC(=O)N1CCc2cc(Br)cc(S(=O)(=O)N3CCCC3)c21,16,-0.7,-0.1,-2
Clc1ccc(COc2cccc(/C=N/n3cnnc3)c2)c(Cl)c1,17,-0.2,0.1,-60
C=CCn1c(=NC(=O)CN2C(=O)CCC2=O)sc2cc(C(=O)OC)ccc21,16,-1.3,0.2,10
CC(C)N1C[C@H](NC2Cc3ccccc3C2)C[C@H]1C(=O)NCCc1ccc2c(c1)OCO2,-3,-1.0,-0.1,-4
O=C(O)CC1C(=O)NC(=S)N1c1ccccc1 (stereo unspecified),-19,2.2,0.2,-6
CCNc1nc(-c2ccc(O)c(C(N)=O)c2)cs1,4,-0.7,0.0,-10
O=C(O)C(NC(=O)c1ccccc1)=C1CCCCC1,18,0.8,0.1,4
O=C(NCNC(=S)NC1CCS(=O)(=O)C1)c1ccccc1 (stereo unspecified),10,-1.2,0.7,-7
CCCCOc1ccc(C(=O)Nc2ccc3c(c2)OC2(CCCCC2)O3)cc1,1,-1.4,0.0,0
Clc1ccc2nc(Nc3ccccc3)nc(-c3ccccc3)c2c1,-2,2.7,0.1,2
COc1ccc(-c2noc(Nc3cc([N+](=O)[O-])ccc3OC)n2)cc1,7,3.3,-0.1,5
CCC(=O)Nc1ccc(-c2nnc(SCC(=O)Nc3ccc(CC)cc3)n2C)cc1,0,-0.5,0.0,-2
c1ccc(C(c2ccccc2)c2nn3c(-c4ccncc4)nnc3s2)cc1,-14,-1.2,-0.1,7
O=C(CSc1nc2c(c(=O)n1Cc1ccccc1)SCC2)N1CCCC1,3,0.2,0.2,7
CC(=O)c1ccc(OCC(O)CN2C(C)CCCC2C)cc1 (stereo unspecified),-21,0.9,0.1,-2
CCCCc1ccc(NS(=O)(=O)c2c[nH]c(=O)[nH]c2=O)cc1,13,-1.3,0.1,-1
Cc1ccc2[nH]c(=O)c(CN(CC3CCCO3)C(=O)c3cnccn3)cc2c1 (stereo unspecified),18,0.5,0.2,6
CN(C)c1ccc(/C=C/C=C2\SC(=Nc3ccccc3)NC2=O)cc1,0,-1.6,-0.2,-7
Cn1c(/C(C#N)=C/c2ccc3cccnc3c2)nc2ccccc21,17,1.3,0.2,-18

# The listing continues.
SMILES,MITF primary,GPR151 activ,FBW7 act,TEAD-YAP block
NCCCNc1nc(-c2ccccc2O)nc2ccccc12,-5,0.8,0.1,-1
O=C(c1cccc2ncccc12)N1CCC(c2ncncc2-c2ccncc2)CC1,5,0.4,-0.1,0
COc1cccc(NC(=S)N(Cc2cccs2)C2CCCC2)c1,-2,0.1,0.0,3
COc1ccc(CC(=O)Nc2c3c(nn2C(C)(C)C)CSC3)cc1,14,-0.3,-0.1,10
CCOC(=O)C1(Cc2cccc(OC)c2)CCCN(S(=O)(=O)c2cccnc2)C1 (stereo unspecified),-3,2.8,0.0,13
CC1CC/C(=N/Nc2ccccc2)C(=O)N1 (stereo unspecified),-8,-1.5,0.0,-12
CCOC(=O)c1cnn(-c2ccccc2)c1NC(=O)COC(=O)CSc1nc(C)cc(C)n1,-6,0.4,-0.2,1
c1ccc2c3c(c(CN4CCCCC4)cc2c1)COC3,-2,1.4,-0.1,6
CC(=O)C1C(c2ccccc2)c2c(noc2C)CC1(C)O (stereo unspecified),17,-0.6,0.0,-2
CCOC(=O)c1sc2nc(SCc3ccccc3Cl)n(Cc3ccccc3)c(=O)c2c1C,2,-0.5,0.0,8
CCN1CCN(S(=O)(=O)/C=C/c2ccccc2)CC1,74*,-0.2,0.2,2
Cc1noc(C)c1COc1cccc(C(=O)OCC(=O)NCCN2C(=O)CSC2=O)c1,-8,-1.0,-0.2,-3
CCNC(=O)[C@@H]1C[C@H](NC/C=C/c2ccccc2)CN1Cc1ccccc1,0,2.5,0.0,-12
C=CCNC(=O)C(=O)Nc1ccc(S(=O)(=O)N2CCOCC2)cc1,-5,-0.3,-0.1,-4
O=C1Nc2ccccc2C1(CCNCc1ccccc1)c1ccccc1 (stereo unspecified),19,-3.0,0.0,5
CCc1nc2ccccc2c2nn(CC(=O)N3CCN(C(C)=O)CC3)c(=O)n12,0,0.8,-0.1,-1
CC(C)CC(=O)Nc1ccc(Br)cc1,-1,-0.7,0.0,-5

# Compound activity (PubChem BioAssay)
